Bioassay records: PubChem, Broad Institute
CASP6 VEID inh – human caspase-6 inhibitors, primary screen, biochemical, VEID-R110 fluorescence, single point, set 2 | inhibition, % at 12.5 µM | P55212 | actives 0.53% (n = 350,000) | AID 686996, 2013 | purified caspase-6, Z-VEID-R110 cleavage fluorescence;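 active = mean inhibition across replicates at least about 35%, with every replicate also reaching that limit, limit read from the data; inconclusive = only one of the two criteria met; inactive = neither criterion met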;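 also: 0% = median of neutral control wells and 100% = no fluorescence left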
CFTR F508del cor – F508del CFTR correction, initial screen, CFBE line, single point; CFBE cells, YFP halide quenching; stimulated with forskolin plus potentiator P3; % fluorescence drop versus neutral controls; activity (quench increase), % at 7.58 µM; actives 0.36% (n = 350,000);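 active = mean added fluorescence quench of at least 8% versus neutral control, with both replicates also reaching 8%; inconclusive = only one of the mean or replicate conditions met; inactive = mean below 8% and not both replicates reaching 8%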;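 also: cells transiently co-express mutant CFTR-F508del with the halide-sensitive YFP; corrector assay measuring rescue of mutant channel to the surface after 24 h compound exposure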
ERp5 inh – inhibitors of ERp5-driven insulin aggregation, primary screen, biochemical, turbidity, absorbance 650 nm, single point. 90 min. inhibition, % at 9.99 µM. actives 0.05% (n = 350,000). AID 651711, 2012;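 active = mean replicate inhibition above about 25%, with every replicate also reaching it, limit read from the data, passing the limit was not always enough; inconclusive = only one of those two criteria met; inactive = neither criterion met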
ERAP1 inh – human ERAP1 aminopeptidase inhibitors, primary screen, biochemical, single point, plate reader. AID 652197, 2013. Endoplasmic reticulum aminopeptidase 1 (Homo sapiens), Q9NZ08. inhibition, % at 10.7 µM. actives 0.15% (n = 340,000). recombinant ERAP1, Leu-AMC fluorescence, 60 min;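 active = mean replicate inhibition of at least 30%, or all replicates individually reaching that 30% level; inactive = mean below 30% and not every replicate reaching it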;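 also: 0% = neutral control wells and 100% = L-leucinethiol positive control wells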
Target sequence (Q9NZ08 whole entry, looked up): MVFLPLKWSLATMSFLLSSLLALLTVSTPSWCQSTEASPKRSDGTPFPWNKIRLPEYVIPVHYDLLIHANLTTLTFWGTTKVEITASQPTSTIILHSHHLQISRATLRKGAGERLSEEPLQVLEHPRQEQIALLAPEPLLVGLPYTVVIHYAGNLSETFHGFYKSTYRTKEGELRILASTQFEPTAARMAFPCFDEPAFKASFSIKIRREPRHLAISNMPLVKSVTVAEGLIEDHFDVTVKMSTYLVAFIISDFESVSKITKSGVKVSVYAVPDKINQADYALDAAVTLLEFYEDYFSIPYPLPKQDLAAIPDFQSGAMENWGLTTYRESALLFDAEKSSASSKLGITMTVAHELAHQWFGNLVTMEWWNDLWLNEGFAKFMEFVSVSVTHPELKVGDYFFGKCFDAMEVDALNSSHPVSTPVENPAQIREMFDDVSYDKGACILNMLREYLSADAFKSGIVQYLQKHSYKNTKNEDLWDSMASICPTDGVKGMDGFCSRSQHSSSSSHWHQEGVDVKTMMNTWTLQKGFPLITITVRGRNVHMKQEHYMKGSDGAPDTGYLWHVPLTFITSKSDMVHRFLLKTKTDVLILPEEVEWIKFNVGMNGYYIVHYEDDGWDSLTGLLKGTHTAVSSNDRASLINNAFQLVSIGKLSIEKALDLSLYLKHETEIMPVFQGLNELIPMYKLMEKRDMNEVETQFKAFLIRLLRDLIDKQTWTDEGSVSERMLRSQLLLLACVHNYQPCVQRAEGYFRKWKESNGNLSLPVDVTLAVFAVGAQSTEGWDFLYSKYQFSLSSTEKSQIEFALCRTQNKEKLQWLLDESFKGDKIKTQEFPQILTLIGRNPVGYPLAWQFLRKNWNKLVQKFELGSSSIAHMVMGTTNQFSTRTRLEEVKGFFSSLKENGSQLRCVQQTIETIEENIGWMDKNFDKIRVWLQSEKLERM
DENV2 CPE – inhibitors of DENV2 cytopathic effect, primary screen, cell-based, plate reader, single concentration; DENV2-infected cells, cytopathic effect rescue; CPE inhibition, % at 9.99 µM; actives 1.7% (n = 350,000); in the data active = CPE inhibition above about 20%, passing the limit was not always enough; inconclusive = no clear call, values can overlap the other calls; tested in BHK-21 cells;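 also: 0% = median of neutral control wells and 100% = median of positive control wells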
SIRT5 inh – SIRT5 desuccinylase inhibitors, primary screen, biochemical, fluorescence imaging, single point, set 5; Purified SirT5, succinyl-peptide AMC, trypsin-coupled fluorescence; inhibition, % at 15 µM; actives 1.1% (n = 330,000); in the data active = inhibition above about 15%; inconclusive = no clear call, values can overlap the other calls
miR122 inh – miR-122 Renilla sensor signal increase in Huh7, primary screen, miR-122 inhibitor project, cell-based, single point, plate reader; Huh7 miR-122 Renilla luciferase sensor, 48 h; neutral wells = 0, positive control = 100; activation (reporter increase), % at 12.5 µM; actives 0.3% (n = 340,000);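 active = mean replicate activation score at least 90 and every replicate individually at or above 90; inconclusive = only one of the two criteria met; inactive = neither criterion met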;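 also: higher luciferase means less miR-122 activity so hits act as miR-122 inhibitors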
* = called active by the depositor; ? = inconclusive; . = no result given; & = joins results of further samples; [ ] = remark or other dose.

Start of the data: the first 4 entries, ahead of the listing:
CASP6 VEID inh	Compound	CFTR F508del cor	ERp5 inh	ERAP1 inh	DENV2 CPE	SIRT5 inh	miR122 inh
-2	CCOc1ccc(S(=O)(=O)N2CCC(C(=O)N3CCOCC3)CC2)cc1C	-2.7	5	-3	2	-2	-16
2	Cc1ccc(S(=O)(=O)N[C@@H]2C=C[C@H](CC(=O)NCc3ccccc3F)O[C@H]2CO)cc1	1.1	-5	-1	6	-3	3[16.7 µM]
-2	C[C@H]1CN([C@@H](C)CO)C(=O)c2cc(C3=CCCCC3)cnc2O[C@H]1CN(C)C(=O)Cc1cccnc1	2.0	0	2	11	-2	2[16.7 µM]
-3	CO[C@@H]1[C@@H](OC(N)=O)[C@@H](O)[C@H](Oc2ccc3c(O)c(NC(=O)c4ccc(O)c(CC=C(C)C)c4)c(=O)oc3c2C)OC1(C)C	-0.5	4	1	3	3	1

All compounds of this part, repeating the preview:
CASP6 VEID inh	Compound	CFTR F508del cor	ERp5 inh	ERAP1 inh	DENV2 CPE	SIRT5 inh	miR122 inh
-2	CCOc1ccc(S(=O)(=O)N2CCC(C(=O)N3CCOCC3)CC2)cc1C	-2.7	5	-3	2	-2	-16
2	Cc1ccc(S(=O)(=O)N[C@@H]2C=C[C@H](CC(=O)NCc3ccccc3F)O[C@H]2CO)cc1	1.1	-5	-1	6	-3	3[16.7 µM]
-2	C[C@H]1CN([C@@H](C)CO)C(=O)c2cc(C3=CCCCC3)cnc2O[C@H]1CN(C)C(=O)Cc1cccnc1	2.0	0	2	11	-2	2[16.7 µM]
-3	CO[C@@H]1[C@@H](OC(N)=O)[C@@H](O)[C@H](Oc2ccc3c(O)c(NC(=O)c4ccc(O)c(CC=C(C)C)c4)c(=O)oc3c2C)OC1(C)C	-0.5	4	1	3	3	1
.	COc1ccc2c3c([nH]c2c1)[C@@H](CO)N(Cc1ccncc1)CC31CN(C(=O)Cc2ccncc2)C1	1.6	4	-1	?	.	.
-3	CC(C)C#Cc1cnc2c(c1)C(=O)N([C@H](C)CO)C[C@H](C)[C@@H](CN(C)C(=O)CN1CCOCC1)O2	-2.6	-9	1	-4	39*	-3[16.7 µM]
5	Cc1oc2ccc(NS(=O)(=O)c3ccccc3)cc2c1C(=O)Nc1ccccc1	.	2	2	4	21*	.
20	CCn1c(SCC(=O)c2ccccc2)nc2ccccc2c1=O	1.8	-2	0	.	-3	.
0	Cc1ccccc1CC(=O)c1ccc(O)c(C)c1O	-1.9	-2	1	-4	1	.
33	Cc1ccc(C(=O)NCC(=O)Nc2ccncc2)cc1	-2.8	5	-1	5	0	-2
-3	CCOc1ccccc1C(=O)Oc1cc(C)[nH]c(=O)c1[N+](=O)[O-]	-0.5	0	-5	-8	13	-4
2	CCCSc1oc(-c2ccco2)nc1S(=O)(=O)c1ccc(C)cc1	-3.3	-1	0	-2	1	9
3	Cc1cccn2c(=O)c3cc(C(=O)NCC4CCCO4)c(=N)n(CC4CCCO4)c3nc12 (stereo not given)	0.2	-4	82*	?	-146	-2
3	O=C(Cc1ccc([N+](=O)[O-])cc1)NNC(=O)c1ccc2c(c1)OCO2	2.9	5	2	-3	-2	2
-2	O=C(CCN1CCOCC1)NNC(=O)/C(=C/c1ccccc1)NC(=O)c1ccccc1	-1.7	3	4	7	-2	.
1	CCCN(C(=O)c1ccccc1Cc1ccccc1)C1CCS(=O)(=O)C1 (stereo not given)	1.9	-7	1	3	-3	2
7	COc1cccc(S(=O)(=O)NCc2ccc(C(=O)N3CCN(Cc4ccccc4)CC3)cc2)c1	1.9	3	0	-5	-3	1
-2	CCNC(=O)C[C@@H]1CC[C@@H]2[C@@H](COc3ccc(NC(=O)Nc4ccccc4C)cc3C(=O)N2C)O1	-2.8	2	-3	-1	1	0[16.7 µM]
-1	Clc1ccc(OCc2nc(-c3ccccn3)no2)c(Br)c1	1.6	0	-3	?	-7	-4
-1	CCCS(=O)(=O)NC(=O)C1(C)CCCN(C(=O)c2ccc(SC(F)(F)F)cc2)C1 (stereo not given)	-5.2	3	1	12	0	-2
-1	C[C@@H]1CCCCO[C@H](CN(C)C(=O)Nc2ccccc2)[C@@H](C)CN([C@H](C)CO)C(=O)c2cc(NS(=O)(=O)c3cccs3)ccc2O1	-0.2	5	-2	-4	-4	-4[16.7 µM]
0	COc1cccc(CN2[C@@H]3CNC[C@H]2C3c2ccc(-c3cccnc3)cc2)c1 (stereo not given in full)	0.9	4	-1	19	0	.
-2	C[C@H](CO)N1C[C@H](C)[C@@H](CN(C)C(=O)Nc2cccc3ccccc23)Oc2ccc(NC(=O)c3ccncc3)cc2C1=O	0.4	0	0	-2	-2	-5[16.7 µM]
4	CC(C)(C)NC(=O)[C@@H]1C[C@@H]2CCCC[C@@H]2CN1C[C@@H](O)[C@H](Cc1ccccc1)NC(=O)[C@H](CC(N)=O)NC(=O)c1ccc2ccccc2n1	-4.0&-0.6	0&8	-2&-5	-5&5	12&12	-13&-10
1	COc1ccc(-c2cnc3c(c2)C(=O)N([C@@H](C)CO)C[C@H](C)[C@H](CN(C)Cc2ccccn2)O3)cc1	1.7	-1	-2	13	-3	-1[16.7 µM]

Next structures follow:
CASP6 VEID inh	Compound	CFTR F508del cor	ERp5 inh	ERAP1 inh	DENV2 CPE	SIRT5 inh	miR122 inh
-4	Cc1ccc(OCC(=O)NNC(=O)C2CCCO2)c(C)c1 (stereo not given)	0.5	-9	-1	-2	0	0
-2	Cc1ccc(Cc2nnc(SCC(=O)Nc3ccccc3Cl)[nH]c2=O)cc1	-1.7	4	-4	?	8	3
-1	CC(C)CC1NC(=O)c2ccccc2-n2c1nc1ccc(F)cc1c2=O (stereo not given)	2.4	4	2	0	0	.
7	CC(C)C1C(=O)N(Cc2cn(Cc3ccco3)nn2)CCS(=O)(=O)N1Cc1ccc(-c2ccncc2)cc1 (stereo not given)	-1.0	-8	3	-1	-1	-4
-1	COc1ccc([C@H]2CC(=O)C=C(c3ccc(OC(F)(F)F)cc3)C2)cc1	-0.5	4	3	-13	.	0
0	C[C@H](CO)N1C[C@H](C)[C@@H](CN(C)S(=O)(=O)c2ccc(Cl)cc2)Oc2c(NC(=O)c3ccc(-c4nccs4)cc3)cccc2C1=O	-0.6	3	0	15	4	1[16.7 µM]
0	CC(=O)NC(CC(=O)Nc1nccs1)c1ccccc1 (stereo not given)	-0.7	2	0	-3	0	39
-5	COC(=O)c1cccc(C23CC4(C2)[C@H](CN(Cc2ccc(C(F)(F)F)cc2)[C@@H]4c2ccccc2)C3c2ccc(C(F)(F)F)cc2)c1 (stereo not given in full)	3.7	-6	.	-18	.	.
-1	COc1ccc(-n2nnnc2C(CCc2ccccc2)N2CCN(C/C=C/c3ccccc3)CC2)cc1 (stereo not given)	-4.4	0	-2	9	-1	1
0	O=c1c(-c2ccco2)nc2ccccc2n1C(CCc1ccccc1)c1nc2ccccc2[nH]1 (stereo not given)	0.5	2	.	-3	2	.
-1	C[C@H](CO)N1C[C@H](C)[C@H](CN(C)C(=O)Cc2ccccn2)Oc2ncc(C#CC3CC3)cc2C1=O	-0.2	5	0	25*	-4	-2[16.7 µM]
-3	C[C@@H](O)C#Cc1cnc2c(c1)C(=O)N([C@@H](C)CO)C[C@H](C)[C@H](CN(C)C(=O)c1ccccc1F)O2	-0.1	1	1	-2	2	-3[16.7 µM]
0	O=S(=O)(N[C@H]1CC[C@H](CCn2cc(-c3ccc(F)cc3)nn2)O[C@H]1CO)c1ccccc1F	0.0	-2	0	-1	1	.
6	COc1cccc(S(=O)(=O)NCC(=O)Nc2ccc(C(C)(C)C)cc2)c1	-3.6	0	1	?	-1	1
10	Cc1cc(CNC[C@H]2O[C@@H](n3cnc(C(N)=O)n3)[C@H](O)[C@@H]2O)c(C)n1-c1cccnc1	2.3	4	1	?	-1	6
1	C/C=C/c1ccc2c(c1)O[C@@H](CN(C)C(=O)Cc1cccnc1)[C@H](C)CN([C@H](C)CO)S2(=O)=O	0.5	-2	2	-1	1	-7[16.7 µM]
0	COc1cc(NC(=O)NCC2CCN(Cc3ccccc3Cl)CC2)cc(OC)c1OC	-2.5	2	0	3	-2	2
60*	O=C(CCl)N1N=C(c2ccco2)CC1c1ccco1 (stereo not given)	-3.6	0	0	0	1	0
2	Cc1ccc(NC(=O)CS(=O)CC(=O)N(CC(=O)NC2CCCC2)c2cccc(C)c2C)cc1 (stereo not given)	.	3	-3	.	.	-1
-2	COc1ccc(S(=O)(=O)N(C)C[C@@H]2OCCCC[C@H](C)Oc3ccc(NS(=O)(=O)c4cccs4)cc3C(=O)N([C@H](C)CO)C[C@@H]2C)cc1	3.1	2	1	7	7	0[16.7 µM]
-1	C[C@@H]1CCCCO[C@H](CN(C)C(=O)CCC(F)(F)F)[C@@H](C)CN([C@H](C)CO)C(=O)c2cc(NC(=O)Cc3ccccc3)ccc2O1	-2.0	-4	0	4	-4	3[16.7 µM]
-1	COc1cc(C#Cc2ccc3cc(C(C)(C)O)oc(=O)c3c2)cc(OC)c1	1.5	7	7	12	.	4
1	CSCCC(NC(=O)c1ccccc1Cl)C(=O)N1CC(C)OC(C)C1 (stereo not given)	5.5	-3	-2	-8	2	0
1	CNC(=O)COC(=O)c1ccc2c(c1)S(=O)(=O)c1ccccc1C2=O	-0.1	1	3	13	-2	.
2	O=C(CCNC(=O)c1ccc(Br)o1)NCc1ccc(Cl)cc1	.	-3	-1	.	0	5

3 compounds already listed, ordered by formula weight, highest first:
CASP6 VEID inh	Compound	CFTR F508del cor	ERp5 inh	ERAP1 inh	DENV2 CPE	SIRT5 inh	miR122 inh
-5	COC(=O)c1cccc(C23CC4(C2)[C@H](CN(Cc2ccc(C(F)(F)F)cc2)[C@@H]4c2ccccc2)C3c2ccc(C(F)(F)F)cc2)c1 (stereo not given in full)	3.7	-6	.	-18	.	.
7	CC(C)C1C(=O)N(Cc2cn(Cc3ccco3)nn2)CCS(=O)(=O)N1Cc1ccc(-c2ccncc2)cc1 (stereo not given)	-1.0	-8	3	-1	-1	-4
0	CC(=O)NC(CC(=O)Nc1nccs1)c1ccccc1 (stereo not given)	-0.7	2	0	-3	0	39

(next part)
CASP6 VEID inh	Compound	CFTR F508del cor	ERp5 inh	ERAP1 inh	DENV2 CPE	SIRT5 inh	miR122 inh
.	CNC(=O)C[C@H]1CC[C@H]2[C@H](COc3ccc(NC(=O)c4ccccc4F)cc3C(=O)N2C)O1	-1.2	.	.	-2	.	7[16.7 µM]
-2	CSc1ncnc2[nH]ncc12	1.2	-3	-2	12	-5	-2
19	NC(N)=NS(=O)(=O)c1ccc(NC(=S)NC(=O)/C=C/c2ccc(F)cc2)cc1	-1.7	0	-6	3	1	4
-1	Cc1noc(/C=C/N(C)C)c1S(=O)(=O)N(C)Cc1ccc(F)cc1	-4.4	-4	-1	2	-3	-6
-2	O=C(NC[C@@H]1N[C@@H](CO)[C@@H]1c1ccc(-c2ccccc2F)cc1)c1ccccn1	0.2	4	3	7	-5	0[16.7 µM]
8	CCOCCCNC1=C(Cl)C(=O)c2ccccc2C1=O	-11	8	-2	-8	6	.
10	CC(C)(C)c1cc(NC(=O)CCl)n(-c2ccccc2)n1	-2.5	-1	-4	1	-12	-9
6	CN(CCCC(=O)O)S(=O)(=O)c1ccc2c(c1)C(=O)c1cc(S(=O)(=O)N(C)CCCC(=O)O)ccc1-2	-0.3	-1	4	12	2	-3
